Rpn11 inh: inhibitors of human proteasome Rpn11. O00487. human 26S proteasome, Ub4-pepOG fluorescence polarization; 20S core pre-blocked with epoxomicin. calls only at 20 µM. actives 0.59% (n = 360,000). AID 588493;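 active means inhibition at 20 µM, scaled to each plate's controls, above about 33%, limit read from the data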
CSN deneddyl inh: CSN deneddylation inhibition. actives 0.38% (n = 360,000). AID 651999. Purified CSN, SCF-Nedd8-OG deneddylation, fluorescence polarization. Q92905. inhibition, % at 12.5 µM;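 active means pattern-corrected inhibition above about 35%, with an unprinted fluorescence ratio check between 0.5 and 1.5, limit read from the data, passing the limit was not always enough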;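 further: 0% = enzyme with substrate and 100% = substrate without enzyme; some results filed as inactive read as strong as hits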
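Assay system: HEK293T-derived human Csn5 enzyme; quantity: 0.24 nM enzyme; medium: Tris/NaCl/DTT buffer, pH 7.5; also added: substrate SCFSkp2-Nedd8OG, 10 nM; doses: 12.5 µM compound; schedule: 90 min reaction at room temperature; signal: FP; read-out: % inhibition of substrate cleavage by Csn5; benchmarks: substrate-only high control, full reaction low control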
STEP inh: STEP (human) phosphatase inhibition; P54829; inhibition, % at 20 µM; AID 588621; recombinant STEP, OMFP fluorogenic substrate, fluorescence; actives 0.25% (n = 360,000);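 active means inhibition at 20 µM, scaled per plate between control wells, above about 37%, limit read from the data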;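 further: 0% = DMSO with enzyme and substrate and 100% = substrate only without enzyme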
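System: STEP (striatal-enriched tyrosine phosphatase) enzyme, cell-free; medium: Bis-Tris pH 6.0 buffer with DTT, detergent; dosing: 20 µM, 1% DMSO; times: reaction 20 min, ambient temperature; detection: fluorescence, 480/540 nm; read-out basis: normalized % inhibition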
LMPTP block: LMPTP (human) inhibition | recombinant LMPTP-A, OMFP fluorogenic substrate, fluorescence intensity | inhibition, % at 20 µM | P24666 | AID 651560 | actives 0.22% (n = 360,000);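 active means compounds that cut the enzyme signal by at least half of the control window in the single-dose screen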;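 further: plate controls were DMSO wells with enzyme plus substrate for no effect and substrate without enzyme for full effect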
Target sequence (P24666 whole entry, looked up): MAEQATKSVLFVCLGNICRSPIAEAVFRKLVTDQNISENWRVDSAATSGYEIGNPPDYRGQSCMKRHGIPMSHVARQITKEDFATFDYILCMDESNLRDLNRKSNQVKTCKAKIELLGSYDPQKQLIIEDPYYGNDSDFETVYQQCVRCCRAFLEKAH
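Test system: LMPTP-A, protein tyrosine phosphatase of low molecular weight; Input: 0.625 nM enzyme; Incubation: 50 min dark incubation at room temperature; Signal: endpoint fluorescence intensity from OMFP dephosphorylation; Read-out basis: % inhibition versus control wells.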
NadD inh: inhibitors of Staphylococcus aureus NadD. inhibition, % at 20 µM. purified NadD enzyme, colorimetric absorbance read-out. AID 602399. actives 0.78% (n = 360,000); in the data active means inhibition above about 26%; further: some compounds past the cut are filed as inactive
PABP1 MLLE inh: inhibitors of microRNA-mediated deadenylation, human PABP1 MLLE binding; inhibition, % at 20 µM; GST-MLLE / FITC-PAM2 fluorescence polarization; P11940; AID 588489; actives 0.36% (n = 360,000); in the data active means inhibition above about 35%, passing the limit was not always enough;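 further: plate controls were DMSO wells with GST-MLLE for no effect and wells lacking GST-MLLE protein for full effect; some results filed as inactive read as strong as hits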
Target sequence (P11940 whole entry, looked up): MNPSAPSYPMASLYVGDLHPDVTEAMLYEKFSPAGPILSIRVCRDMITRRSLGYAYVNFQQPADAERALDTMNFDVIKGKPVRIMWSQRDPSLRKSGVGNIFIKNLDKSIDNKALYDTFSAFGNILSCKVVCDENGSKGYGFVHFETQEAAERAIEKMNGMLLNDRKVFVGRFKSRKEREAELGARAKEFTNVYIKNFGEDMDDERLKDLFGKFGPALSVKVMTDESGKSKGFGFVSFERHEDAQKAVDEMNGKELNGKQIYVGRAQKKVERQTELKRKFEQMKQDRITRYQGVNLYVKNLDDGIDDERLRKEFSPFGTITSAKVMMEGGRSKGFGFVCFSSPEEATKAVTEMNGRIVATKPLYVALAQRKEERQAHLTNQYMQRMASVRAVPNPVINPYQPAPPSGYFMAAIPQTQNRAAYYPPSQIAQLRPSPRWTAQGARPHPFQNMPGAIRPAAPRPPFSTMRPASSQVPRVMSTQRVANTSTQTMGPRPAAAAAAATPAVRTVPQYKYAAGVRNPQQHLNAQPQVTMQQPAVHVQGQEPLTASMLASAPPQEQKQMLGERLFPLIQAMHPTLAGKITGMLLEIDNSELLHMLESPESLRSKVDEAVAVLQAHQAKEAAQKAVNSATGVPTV
SUMO1-SIM PPI: alters human SUMO1 binding to SIM partners; P63165; SUMO1 binding to a labelled peptide, TR-FRET, 1 h; inhibition, % at 20 µM; actives 0.33% (n = 360,000); AID 602429; in the data active means inhibition above about 37%
Target sequence (P63165 whole entry, looked up): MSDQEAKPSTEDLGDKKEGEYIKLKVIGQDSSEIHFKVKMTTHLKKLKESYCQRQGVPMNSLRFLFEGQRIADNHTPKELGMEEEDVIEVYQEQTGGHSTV
TbMetRS inhib: Trypanosoma brucei MetRS inhibition; purified T. brucei MetRS, ATP depletion, Kinase-Glo luminescence; inhibition, % at 11.9 µM; actives 0.4% (n = 360,000); AID 624268;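 active means inhibition above a per-plate cutoff of the control wells' mean inhibition plus 3 SD, cut at about 5.5% in these data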;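 further: 0% = DMSO wells median and 100% = median of wells with control inhibitor compound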
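Measured by: Kinase-Glo luciferase luminescence reporting remaining unconsumed ATP. Material: purified T. brucei MetRS enzyme. Doses: 11.9 µM compound single dose, 0.9% DMSO. Medium: HEPES buffer containing pyrophosphatase, BSA, spermine, DTT. Times: 15 min preincubation, 2 h reaction, all 25 °C. Reagent: methionine, ATP and bulk E. coli tRNA.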
DNMT1 inh: blocks human DNA methyltransferase DNMT1; DNMT1 molecular beacon, Hinp1I cleavage, fluorescence; inhibition (reported as % activation of signal), % at 10 µM; actives 0.83% (n = 360,000); in the data active means inhibition above about 50%
Scp-1 inhibitor: blocks human Scp-1 phosphatase activity; actives 0.88% (n = 340,000); Recombinant Scp1, phosphopeptide, malachite green phosphate absorbance; Q9GZU7; inhibition, % at 20 µM; AID 493091;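 active means inhibition above about 50% at 20 µM, limit read from the data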;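 further: plate controls were DMSO wells with enzyme for no effect and wells lacking enzyme for full effect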
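System: truncated SCP-1 phosphatase (76-261aa); medium: Tris acetate buffer pH 5.5 with MgCl2 and Tween-20; incubation: 45 min room-temperature reaction, 5 min colour, 30 min stabiliser; compound: single 20 µM dose, 1% DMSO; reagent: Phosphorylated 17-residue peptide substrate; read-out: % inhibition at 20 µM; technique: colorimetric free-phosphate detection, absorbance 630 nm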
* = called active by the depositor; i = inactive; x = not tested or not shown.

Each structure is followed by: Rpn11 inh, CSN deneddyl inh, STEP inh, LMPTP block, NadD inh, PABP1 MLLE inh, SUMO1-SIM PPI, TbMetRS inhib, DNMT1 inh, Scp-1 inhibitor
COC(=O)[C@]1(C)N[C@H](CN(C)C(=O)Nc2ccc(Cl)cc2)[C@@H]2C(=O)N(Cc3ccccc3)C(=O)[C@@H]21
→ i, -3, -1, -0.4, 6, -7, 1, -0.3, -2, -5
Cc1nnc(SCC(=O)Nc2cccc(S(=O)(=O)NC3=NCCCCC3)c2)n1Cc1ccccc1
→ i, 4, -3, -1.6, 1, -11, -5, -0.7, 4, -3
O=C(CCl)Nc1cc(SCC(O)CO)cc([N+](=O)[O-])c1 (stereo not drawn)
→ i, -2, -1, -1.0, -4, 0, -23, 1.1, -2, -4
Cc1sc(-c2ccccn2)nc1OC(=O)c1ccc(Cl)cc1
→ i, 4, 3, 0.8, 6, -5, 0, -0.9, 2, -11
CCC1(c2ccccc2)NC(=O)N(CC(=O)Nc2cccnc2Cl)C1=O (stereo not drawn)
→ i, -3, 1, -0.6, -16, 5, -3, -0.3, 3, -8
Cc1ccccc1C(=O)NCc1nnc(SCC(=O)N2c3ccccc3Sc3ccccc32)n1C
→ i, 1, 3, 0.4, 3, 15, 5, -0.4, 1, 9
O=S(=O)(c1ccc2nc(N3CCN(c4ccc(F)cc4)CC3)ccc2c1)N1CCCCC1
→ i, 0, -3, 0.0, 16, -5, -15, 0.4, 25, 2
FC(F)(F)C(F)(F)C(F)(F)c1nc2nc(Cl)c(Cl)nc2[nH]1
→ i, 2, -3, -1.9, -3, 49*, 38, -0.1, 6, x
CCCCC1=CC2=CC(=O)C(C)(OC(=O)CC)C(=O)C2=CN1CCOC (stereo not drawn)
→ i, 0, 2, 1.0, 6, 25, -13, -0.2, -6, -8
CCc1ccc(S(=O)(=O)NCc2cccs2)cc1
→ i, 1, 0, 0.1, -4, 2, 2, -0.4, -1, -4
CCn1c(CCC(=O)Nc2nc3c(s2)CCCC3)nc2cc(S(=O)(=O)N(C)C)ccc21
→ i, 1, -1, 0.7, 5, -14, 0, 0.6, -8, -2
CC(=O)N1C(=O)C2(C(C#N)=C(N)Oc3n[nH]c(-c4ccccn4)c32)c2ccccc21 (stereo not drawn)
→ i, -4, -3, -0.2, 9, 11, 2, -1.0, -7, 22
Cc1ccc(C(=O)OCC(=O)NC2CCCCCCC2)cc1C
→ i, 3, 0, -1.1, -11, -2, 5, -0.2, 5, x
CCCCn1nnnc1C(c1cc2ccccc2o1)N(C)Cc1ccccc1 (stereo not drawn)
→ x, 3, x, 3.9, 18, x, 1, -0.1, x, x
O=C(COc1ccc(Cl)cc1)Nc1c(-c2cccs2)nc2ccccn12
→ i, -8, 3, 1.0, 5, 4, 33, 0.0, -2, -3
Cc1cccc(C(=O)OCC(=O)c2c(N)n(CC(C)C)c(=O)n(C)c2=O)c1O
→ i, 0, 0, 0.7, -7, -6, -1, -0.3, -7, -7
CC1CCCC(NC(=O)/C=C/c2c(F)cccc2Cl)C1C (stereo not drawn)
→ i, 2, -2, 0.6, -5, 0, 4, -0.3, 2, -10
C/C(=N\NC(=O)c1cccnc1)c1cc(C)oc1C
→ i, 0, -2, 0.2, 1, 0, -1, -1.7, -4, -2
Cc1ccc(OCC(=O)Nc2ccc(S(=O)(=O)N3CCOCC3)cc2)c(Br)c1
→ i, -1, -2, 2.0, -4, -2, -5, -1.0, -5, -1
CCOc1cc(/C=N/n2c(C)nc3ccccc3c2=O)ccc1O
→ i, -2, 0, 0.0, 1, 6, 4, -0.1, -2, -3

Reprinted from the part before: 2 entries, followed by the next part.
Each structure is followed by: Rpn11 inh, CSN deneddyl inh, STEP inh, LMPTP block, NadD inh, PABP1 MLLE inh, SUMO1-SIM PPI, TbMetRS inhib, DNMT1 inh, Scp-1 inhibitor
Cc1ccc(OCC(=O)Nc2ccc(S(=O)(=O)N3CCOCC3)cc2)c(Br)c1
→ i, -1, -2, 2.0, -4, -2, -5, -1.0, -5, -1
CCOc1cc(/C=N/n2c(C)nc3ccccc3c2=O)ccc1O
→ i, -2, 0, 0.0, 1, 6, 4, -0.1, -2, -3
O=S1(=O)c2ccccc2C(O)(c2ccccc2)c2ccccc21
→ i, 4, 3, -0.6, -3, 4, 0, -0.2, -5, -8
COc1ccc(C2=NS(=O)(=O)N(C)C(C(=O)NCc3ccccc3)=C2)cc1OC
→ i, 2, 1, 0.5, -3, -9, -27, 0.1, -5, -17
N#CC1C(=O)Nc2cccnc21 (stereo not drawn)
→ i, 6, -3, 5.0, 0, -8, 9, -0.2, -7, x
CCCCNC(=O)[C@]1(C)CCC[C@@]2(C)C3CC[C@@]4(C)C[C@]3(CCC21)CC4=O (stereo partly drawn)
→ i, 0, 2, -0.7, -4, -14, 2, -0.3, 0, 2
CC(C)c1csc2nc3n(c(=O)c12)CCCCC3
→ i, -1, 0, -0.8, -12, 16, 2, -1.1, -3, -17
COc1cccc(C(=O)OCC(=O)NCCNC(=O)COC(=O)c2cccc(OC)c2OC)c1OC
→ i, -1, 0, -0.7, 1, 0, -5, 0.3, 2, -4
Cc1ccc(NC(=O)CCN2CCC(C(N)=O)CC2)cc1
→ i, 2, 1, -1.0, 0, 7, 3, -0.3, 1, -5
CC(C)CNC(=O)c1ccccc1NC(=O)Nc1ccccc1
→ i, 2, 0, -0.5, 3, -25, 2, -0.5, 0, -2
O=[N+]([O-])c1ccc(Nc2nc(N3CCOCC3)nc(N3CCOCC3)n2)cc1
→ i, 2, 2, -0.1, -2, -2, -6, -1.0, -3, -11
O=C(NCc1ccco1)c1ccc(CS(=O)(=O)c2cccc(C(F)(F)F)c2)o1
→ i, -2, 2, -0.9, 2, 2, 55*, -0.5, -1, -11

Given with each value named: part of the list above.
CC(C)CNC(=O)c1ccccc1NC(=O)Nc1ccccc1
- Rpn11 inh = i
- CSN deneddyl inh = 2
- STEP inh = 0
- LMPTP block = -0.5
- NadD inh = 3
- PABP1 MLLE inh = -25
- SUMO1-SIM PPI = 2
- TbMetRS inhib = -0.5
- DNMT1 inh = 0
- Scp-1 inhibitor = -2
O=C(NCc1ccco1)c1ccc(CS(=O)(=O)c2cccc(C(F)(F)F)c2)o1
- Rpn11 inh = i
- CSN deneddyl inh = -2
- STEP inh = 2
- LMPTP block = -0.9
- NadD inh = 2
- PABP1 MLLE inh = 2
- SUMO1-SIM PPI = 55*
- TbMetRS inhib = -0.5
- DNMT1 inh = -1
- Scp-1 inhibitor = -11

Next part
Each structure is followed by: Rpn11 inh, CSN deneddyl inh, STEP inh, LMPTP block, NadD inh, PABP1 MLLE inh, SUMO1-SIM PPI, TbMetRS inhib, DNMT1 inh, Scp-1 inhibitor
O=[N+]([O-])c1ccn(-c2nc(-c3cccs3)cc(C(F)(F)F)n2)n1
→ i, 1, -1, 1.2, -7, 0, -8, 0.5, 0, -4
CCC(C(=O)NC1CCCC1)N(C(=O)Cn1nnc(-c2ccc(C)o2)n1)C(C)(C)C (stereo not drawn)
→ i, 1, 2, -0.4, 0, 28, 1, -0.9, 16, -4
COc1ccc(C(=O)Nn2c(SCc3ccc([N+](=O)[O-])cc3)nc3ccccc3c2=O)cc1
→ i, 4, 4, -1.1, 33*, 6, -5, 0.3, -5, -12
CCN(CC)C(=O)CC(c1ccc(N(C)C)cc1)c1c(OC)cc(OC)c2c(-c3ccccc3)cc(=O)oc12 (stereo not drawn)
→ i, -1, 3, 4.1, 2, -3, -6, -0.3, -7, 8
CC1CCN(C(=O)CN2C(=O)NC3(CCCc4ccccc43)C2=O)CC1 (stereo not drawn)
→ i, -1, -4, 0.0, -5, -7, 2, -0.6, -1, 10
CCOc1ccccc1N(CC(=O)NC1CCCC1)C(=O)CCC(=O)Nc1cc(C)on1
→ i, 0, 2, -1.3, -5, 6, -1, -0.5, 2, -8
CCOC(=O)c1c(NC(=O)Nc2ccc(Cl)cc2)sc(C)c1C
→ i, 0, 1, 1.3, 7, 14, 16, 0.3, 19, -7
O=C(Nc1nc(SCc2ccc(F)cc2)ns1)c1ccco1
→ i, -4, -1, 0.9, -3, 12, 5, 0.1, -8, -10
COCCn1nnnc1C(c1ccc(C)cc1)N1CCN(Cc2ccc3c(c2)OCO3)CC1 (stereo not drawn)
→ i, -7, 1, -1.2, -8, 5, -2, 0.7, 0, 4
CN(C)C(CNC(=O)c1ccc2ccccc2n1)c1ccccc1 (stereo not drawn)
→ i, -4, 0, 0.2, -10, -14, -9, -1.0, -2, -4
CCOC(=O)C(=O)Nc1nccs1
→ i, 6, -2, -1.9, -3, 3, -4, -0.6, 4, -2
CC(=O)N1CCN(S(=O)(=O)c2cccc(C(=O)OCc3cccc(F)c3)c2)CC1
→ i, -1, -1, 0.3, -6, 6, 0, -0.1, 2, -6
O=S(=O)(c1cccc(NC(=S)N2CCN(c3cccc(Cl)c3)CC2)c1)C(F)F
→ i, 5, 0, 3.7, -1, -78, -1, -0.1, 1, -7
O=C(c1cccc(S(=O)(=O)N2CCCCC2)c1)N(CCc1ccccc1)Cc1ccccc1
→ i, 0, 6, 7.0, -8, 2, 1, -0.3, -2, -17
O=C(COC(=O)C1CC(O)CN1S(=O)(=O)c1ccc(Cl)cc1)c1ccccc1Cl (stereo not drawn)
→ i, -2, 2, -0.7, -6, 11, 5, -0.3, -2, -12
CCCC1=C(C(=O)OCC)C(c2sccc2C)n2ncnc2N1 (stereo not drawn)
→ i, 4, -1, -3.0, -3, 8, -1, 0.2, -3, -15
O=C(Nc1ccc(S(=O)(=O)NCc2ccco2)cc1)c1ccc(F)cc1
→ i, 4, 5, 1.4, -5, -1, 1, 0.2, 16, 27
CC1CC(=O)NN=C1c1ccc(NCCO)c([N+](=O)[O-])c1 (stereo not drawn)
→ i, 0, 0, 0.9, -3, -1, -32, -0.9, -1, 0
CC1(C)NC(=O)N(CC(=O)OCc2cc(=O)n3cc(Br)ccc3n2)C1=O
→ i, -4, 3, -2.1, 0, 8, -26, -0.1, 2, -6

Assay outcomes (PubChem)
